Assay outcomes (PubChem)
influenza NS1A: H1N1 influenza NS1A inhibitors, functional cell based assay (AID 504329). NS1A functional cell-based assay, percent inhibition; higher % means a stronger effect. inhibition, % at 12.5 µM, or IC50 in µM where a hit was titrated. 340,000 compounds, 0.3% hits; in the data active = a potency from the dose series; inconclusive = inhibition above about 27% without an active follow-up result; also: strong numbers were not always called active
tuberculosis growth: growth inhibition of non-replicating M. tuberculosis (AID 488890) | inhibition, % at 25 µM; hits with a dose series show IC50 in µM | Mycobacterium tuberculosis non-replicating, growth inhibition; higher % means a stronger effect | 320,000 compounds, 0.39% hits; in the data active = a potency from the dose series; inconclusive = inhibition mostly from about 82% at the one dose, without a potency; inactive = the rest, 99 in 100 with inhibition below about 76%;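 also: plate controls were DMSO cells for no effect and high antibiotic wells for full effect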
H37Rv inhibition: M. tuberculosis growth inhibition, HTS (AID 449762) | one-dose inhibition, % at 25 µM; IC50 in µM for titrated hits | M. tuberculosis H37Rv growth inhibition, 7H9 media; higher % means a stronger effect | 330,000 compounds, 0.59% hits; in the data active = a potency from the dose series; inconclusive = inhibition above about 70% without an active follow-up result;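 also: bacterial growth assessed after seven days of incubation; strong numbers were not always called active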
PhoP GFP inhibition: Inhibition of PhoP regulon, Salmonella typhi GFP reporter cells, confirmation, 4 h (AID 1850) | Salmonella Typhi PhoP-promoter GFP reporter, fluorescence, 4 h; higher % means a stronger effect | inhibition, % at 50 µM, or IC50 in µM where a hit was titrated | 310,000 compounds, 0.33% hits; in the data active = a potency from the dose series; inconclusive = inhibition mostly from about 25% at the one dose, without a potency; inactive = the rest, 99 in 100 with inhibition below about 19%;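 also: 0% = induced wells with vehicle and 100% = uninduced wells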
VEEV TC-83 Vero: inhibitors of VEEV TC-83 cytopathic effect, confirmation, Vero cells (AID 588727); Vero cells, VEEV TC-83 cytopathic effect inhibition; higher % means a stronger effect; one-dose inhibition, % at 20 µM; IC50 in µM for titrated hits; 350,000 compounds, 0.13% hits; in the data active = a potency from the dose series; inconclusive = inhibition mostly from about 14% at the one dose, without a potency; inactive = the rest, 99 in 100 with inhibition below about 12%; also: strong numbers were not always called active
VEEV TC-83 Vero 10K pilot screen: second read-out of VEEV TC-83 Vero, no call of its own (marks repeat the call); inhibition, %; measured here: 10K pilot screen inhibition
* = called active by the depositor; i = inactive; ? = inconclusive; nt = no result given.

SMILES	influenza NS1A	tuberculosis growth	H37Rv inhibition	PhoP GFP inhibition	VEEV TC-83 Vero	others
Cc1cc(Cl)ccc1OC(C)C(=O)O (stereo unspecified)	3%	0%	4%	0%	i
COc1ccc(/C=C(/NC(=O)/C=C/c2ccccc2)C(=O)O)cc1	-2%	-1%	2%	2%	0.5%
CCOc1ccc(NC(=O)CN(c2ccc(OCC)cc2)S(=O)(=O)c2c(C)[nH]c(=O)[nH]c2=O)cc1	-6%	66%	?	-2%	9.7%
CS(=O)(=O)N1CCN(c2ccc(NC(=O)CSc3ccc(Cl)cc3)cc2)CC1	2%	17%	10%	7%	0.3%
CCCCC1=CC2=CC(=O)C(C)(OC(=O)C3CCCC3)C(=O)C2=CO1 (stereo unspecified)	3%	16%	-5%	8%	1.1%
COc1ccccc1Cn1c(C(C)C)nc2ccccc21	1%	22%	3%	-5%	i
CN1C(=O)N(C)C(=O)C2(Sc3ccccc3C2=O)C1=O	-1%	-4%	-12%	-12%	2.2%
C/C=C/C(=O)N1CC2(CC(c3cccc(NC(=O)CC)c3)=NO2)C[C@H]1C(N)=O (stereo partly specified)	9%	4%	-8%	1%	0.5%
NC(=O)c1cc(C(N)=O)nc(Cl)n1	20%	-6%	-1%	-1%	1.2%
CCCN(CCC)CCCNC(=O)c1cc2c(-c3ccc(OC)c(OC)c3)nn(C)c2s1	26%	6%	8%	5%	4.0%
Cc1ccc(-c2csc(/C=C3\SC(C)C(=O)N3CC(=O)Nc3ccccc3F)n2)cc1 (stereo unspecified)	-11%	3%	10%	-3%	3.0%
CC1CCCCC1NC(=O)C1CCN(C(=O)c2sccc2-n2cccc2)CC1 (stereo unspecified)	-10%	13%	-4%	5%	2.4%	VEEV TC-83 Vero 10K pilot screen=0.1
CCOCCCNS(=O)(=O)c1ccc2c(c1)oc(=O)n2CC(=O)OCC	-2%	25%	-1%	4%	0.5%
C=CCn1cnc2scc(-c3ccccc3)c2c1=O	-16%	4%	-8%	1%	3.1%
O=C(Nc1nccs1)c1ccc(Br)o1	-2%	20%	3%	-4%	1.2%
CC1(C)CC(=O)CC(C)(C)N1OC(=O)c1ccccn1	-21%	-14%	-10%	-6%	0.7%
O=C(Nc1ccccc1Cl)c1ccccc1S(=O)(=O)c1ccccc1[N+](=O)[O-]	-11%	6%	6%	-7%	0.1%
COCCCNC(=O)c1c(N)n(/N=C/c2cccnc2)c2nc3ccccc3nc12	-3%	-11%	3%	-8%	6.2%
NC(=O)c1oc2ccccc2c1NC(=O)c1ccco1	-3%	nt	8%	-8%	9.5%
CC1CCC/C(=C\Nc2ccc(O)cc2)C1=O (stereo unspecified)	4%	14%	-2%	-1%	2.7%
COc1ccc(/C=N/OCC(=O)Nc2ccc3c(c2)OCO3)c(OC)c1	11%	nt	1%	-1%	1.5%
O=C(Cc1ccccc1)N(c1ccccc1)c1ccccc1	6%	nt	nt	nt	i
O=C1NC(=Nc2cccc([N+](=O)[O-])c2)SC1(CO)CO	-1%	-4%	-1%	-3%	1.9%
CC(C)(C)OC(=O)N1CCN(Cc2ccc(F)c(B(O)O)c2)CC1	-19%	nt	nt	nt	i
Cc1ccc(C(=O)NC2CCN(CC(=O)NC3CCC(C)CC3)CC2)cc1 (stereo unspecified)	4%	18%	1%	11%	1.4%
Following part
SMILES	influenza NS1A	tuberculosis growth	H37Rv inhibition	PhoP GFP inhibition	VEEV TC-83 Vero	others
COc1cccc(-c2nc(CS(=O)(=O)CC(=O)NCCC(C)C)c(C)o2)c1	2%	-10%	-9%	-11%	2.5%
Cc1ccc(Cc2cnc(NC(=O)c3cccs3)s2)cc1	3%	?	-3%	6%	3.3%
COc1ccc(N2N=NN(C(C)C)C2=C(Cl)c2nnnn2-c2ccc(OC)cc2)cc1	7%	nt	nt	nt	?
CCC1(C)NC(=O)N(CC(=O)c2cc(C)n(C3CC3)c2C)C1=O (stereo unspecified)	-3%	nt	nt	nt	0.1%
CCOC(=O)C1=C(c2ccccc2)N(C)C(=O)NC1c1ccc(OC(F)F)c(OC)c1 (stereo unspecified)	-1%	3%	-2%	7%	6.8%
Cc1ccc(S(=O)(=O)N2CCN(C(=O)CC3CCCC3)CC2)cc1	2%	-3%	-5%	-11%	0.5%
CCCN1CCN(CCCNC(=O)c2ccc(CS(=O)c3ccccc3C)o2)CC1 (stereo unspecified)	0%	5%	2%	7%	0.9%
N#C/C(=C(/O)COC(=O)c1ccccc1O)c1nc2ccccc2s1	-2%	37%	16%	2%	3.5%
Cc1ccc(C(=O)C2=C(O)C(=O)N(Cc3cccnc3)C2c2cccc(Oc3ccccc3)c2)o1 (stereo unspecified)	nt	-16%	-7%	-2%	nt
CCOC(=O)C/C(C)=N/NC(=O)CNc1cccc(Cl)c1C	-5%	-4%	2%	1%	0.5%
CCn1cc(CN2CCC(n3nccc3NC(=O)CCOc3ccccc3)CC2)c(C)n1	2%	-2%	7%	1%	0.1%
COc1ccc(-c2nc(CSCC(=O)NCC3CCCO3)c(C)o2)cc1OC (stereo unspecified)	-11%	4%	8%	0%	i
CNc1nnc(SCC(=O)c2cc(C)n(C3CC3)c2C)s1	-9%	10%	8%	nt	1.8%
O=C(CCc1ccccc1)Nc1ccc(NC(=O)C2CCCCC2)nc1	-3%	2%	7%	2%	0.5%
O=C(/C=C/c1ccccc1)Nn1cnnc1	-1%	-5%	-2%	7%	1.2%
COc1cccc(NC(=S)N2CCN(Cc3ccccc3)CC2)c1	0%	1%	2%	-4%	0.4%
O=C(CSc1nnc(-c2ccncc2)o1)Nc1cccc(Cl)c1	0%	4%	6%	nt	0.6%
CCn1cc(C(=O)NCC(=O)NCCCN2CCOCC2)c(=O)c2cc3c(cc21)OCO3	5%	-7%	-2%	0%	5.3%
O=C(Cc1cccc(NC(=O)C2CCN(C(=O)C3CC3)CC2)c1)Nc1cccc(C(=O)N2CCCC2)c1	-4%	1%	-2%	nt	i
O=C(CCCNC(=O)c1ccc(Cl)cc1)NCc1ccccc1Cl	-2%	15%	1%	-4%	i
CCC1(c2ccccc2)NC(=O)N(CC(=O)N(C)Cc2c(F)cccc2Cl)C1=O (stereo unspecified)	-1%	20%	-4%	-9%	0.6%
c1ccc2[nH]c(-c3ccc4c(c3)OCO4)nc2c1	nt	3%	-4%	13%	i
CCCn1c(SCC(=O)NCCc2ccccc2)nnc1-c1ccccn1	5%	7%	-15%	1%	i
O=C(CCl)N(CCc1ccccc1)CCc1ccccc1	-2%	?	?	-1%	26%
COc1cc(/C=C2\SC(=O)NC2=O)ccc1Oc1cnccn1	4%	63%	-6%	-8%	0.4%
Further records.
SMILES	influenza NS1A	tuberculosis growth	H37Rv inhibition	PhoP GFP inhibition	VEEV TC-83 Vero	others
O=C(NCCO)C1CCN(S(=O)(=O)c2ccc(F)cc2)CC1	13%	-11%	-2%	2%	2.1%
O=C(CCNC(=O)C1CCN(S(=O)(=O)c2ccc(F)cc2)CC1)NCCc1cccc(F)c1	-6%	-11%	6%	2%	1.0%
COc1ccc(N2C(=O)CC(S/C(N)=N/N=C(\C)c3cccs3)C2=O)cc1 (stereo unspecified)	0%	21%	-2%	-3%	7.6%
O=C1OC(NC(=O)c2ccccc2)C(n2cc(CO)nn2)=C1Cl (stereo unspecified)	-2%	6%	0%	-2%	2.7%
O=C(O)CSc1nnc(-c2ccc(Cl)cc2Cl)n1-c1ccc(Cl)cc1	1%	19%	-4%	-7%	0.4%
COC(=O)c1ccc(COc2cc(C)ccc2C)o1	-2%	29%	9%	0%	i
Cc1ccc(Cl)cc1N1CCN(C(=O)CN(C2CCCCC2)S(C)(=O)=O)CC1	0%	32%	11%	-4%	1.4%
Cc1ccc(Cn2c(SCC(C)C)nc3c2c(=O)n(C)c(=O)n3C)cc1	5%	19%	37%	6%	i
C=CCn1c(SCc2nc3ccccc3c(=O)[nH]2)nc2sc3c(c2c1=O)CCCC3	nt	-12%	10%	12%	nt
CCN(Cc1ccc(C#CCCO)cc1)CC1CCCN(CCc2cccc(OC)c2)C1 (stereo unspecified)	4%	36%	0%	5%	i
CCN(CC)C(=O)C1=C(C)NC(=O)NC1c1c(F)cccc1Cl (stereo unspecified)	2%	-12%	0%	2%	2.6%
O=C(O)CC(C(=O)O)N1C(=O)/C(=C/C=C/c2ccco2)SC1=S (stereo unspecified)	-2%	12%	9%	-6%	2.0%
O=C(OCn1ncc(Cl)c(Cl)c1=O)c1ccc(F)cc1	nt	?	?	19%	nt
CCN(CC(=O)NCc1cccs1)C(=O)CN(C)S(=O)(=O)c1ccc(C)cc1	-3%	5%	-3%	3%	2.1%
COc1ccc(CNC(=O)CCCn2nc(C)n3ccnc3c2=O)cc1	7%	30%	-7%	3%	0.2%	VEEV TC-83 Vero 10K pilot screen=0.9
Cc1ccc2cccc(NC(=S)NC(=O)c3ccnn3C)c2n1	-7%	?	?	1%	8.0%
O[C@@H]1CN(Cc2ccc(-n3cccn3)cc2)CC[C@H]1N1CCN(c2ccccc2F)CC1	-7%	25%	8%	6%	i
Oc1ccc(Cl)cc1CNCc1ccc(Cl)nc1	-1%	33%	2%	nt	0.6%
C#CC[N+]1(CC#Cc2ccc(C)cc2)CCCCC1	4%	38%	7%	-6%	i
COc1ccc(CCNC(=O)c2cc(S(=O)(=O)N3CCCCC3)c[nH]2)cc1OC	0%	30%	6%	0%	1.4%	VEEV TC-83 Vero 10K pilot screen=0.5
CCCCCc1nc2c(C#N)c(-c3ccc(Cl)cc3)ccn2n1	-4%	-14%	1%	10%	0.5%
COc1ccc(/C=N/N2CCOCC2)cc1Cn1nc(C)c([N+](=O)[O-])c1C	4%	12%	5%	4%	0.6%
COc1ccc2c(c1)cc1n2CCN=C1NCCO	-3%	-1%	0%	-5%	0.6%
CC(C)c1nc(SCC(=O)N2CCCC2)c2c(=O)n(C)c(=O)n(C)c2n1	-2%	-22%	-14%	5%	7.3%
CCOc1ccc(/C=N/NC(=S)Nc2c(C)cccc2C)cc1	4%	41%	-3%	9%	i
Continued.
SMILES	influenza NS1A	tuberculosis growth	H37Rv inhibition	PhoP GFP inhibition	VEEV TC-83 Vero	others
CC(C)C1COC(c2cccn2Cc2ccccc2Cl)=N1 (stereo unspecified)	4%	32%	4%	-3%	0.2%
O=C(CSc1nnnn1-c1ccc(O)cc1)Nc1cccc(S(=O)(=O)N2CCCC2)c1	-4%	11%	-7%	-2%	5.2%
c1ccc(C(NCCNC(c2ccccc2)c2ccccc2)c2ccccc2)cc1	-26%	48%	4%	6%	i
COc1ccc(CNC(=O)/C=C/C(=O)O)cc1OC	-7%	-8%	7%	-9%	1.1%
Cc1ccc(SCCC(=O)Nc2ccccc2C(=O)NC(C)C)cc1	15%	-1%	13%	0%	i
COc1cc2c(cc1O)CC[n+]1cc3c(OC)c(OC)ccc3cc1-2	10%	-12%	-2%	-2%	4.9%
Cc1cc(C(=O)c2ccccc2)c(NC(=O)CCl)s1	-34%	?	?	-2%	?
O=C(CO/N=C/c1c(Cl)cccc1Cl)NNC(=O)c1cccc(Cl)c1	14%	-1%	-14%	8%	0.8%
CN(C(=O)c1ccc2c(Cl)c3c(nc2c1)CCC3)c1ccccc1	2%	nt	-1%	-2%	6.7%
COc1ccccc1C(=O)Nc1ccc(OCC(=O)N2C(C)CCCC2C)cc1 (stereo unspecified)	0%	17%	-6%	nt	0.9%
O=S(c1ccsc1)c1ccsc1	-21%	-1%	3%	-5%	0.3%
COc1ccc(C(C(=O)NC2CCCC2)N(CCCO)C(=O)c2snc(C(N)=O)c2N)cc1 (stereo unspecified)	-1%	-11%	-15%	3%	3.2%
O=C(CSc1ccc(Cl)cc1)NNC(=O)c1cccnc1	-15%	16%	6%	12%	0.6%
O=C(O)c1cc(-c2ccco2)nn1-c1cccc(Cl)c1	11%	3%	-1%	0%	0.9%
Cc1cc(NC(=O)c2ccccc2)ccc1NC(=O)c1ccccc1Cl	1%	-11%	5%	7%	i

Already shown: entries from further up.
SMILES	influenza NS1A	tuberculosis growth	H37Rv inhibition	PhoP GFP inhibition	VEEV TC-83 Vero	others
O=S(c1ccsc1)c1ccsc1	-21%	-1%	3%	-5%	0.3%
COc1ccc(C(C(=O)NC2CCCC2)N(CCCO)C(=O)c2snc(C(N)=O)c2N)cc1 (stereo unspecified)	-1%	-11%	-15%	3%	3.2%
O=C(CSc1ccc(Cl)cc1)NNC(=O)c1cccnc1	-15%	16%	6%	12%	0.6%
O=C(O)c1cc(-c2ccco2)nn1-c1cccc(Cl)c1	11%	3%	-1%	0%	0.9%
Cc1cc(NC(=O)c2ccccc2)ccc1NC(=O)c1ccccc1Cl	1%	-11%	5%	7%	i

The order is random, and some 1.6% of all compounds hit somewhere here.
